# Screening results: PubChem, several laboratories
# NR2F2 inh = inhibitors of human COUP-TFII (NR2F2). HEK293T NGFI-A luciferase reporter, luminescence. inhibition, % at 8.6 µM. AID 686940. hit rate 0.7% among 370,000;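 active means inhibition above a per-plate cutoff, mean inhibition of test wells between control levels plus 3 SD, cut at about 38% in these data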;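 further: cells cotransfected with COUP-TFII expression vector driving the NGFI-A reporter; 0% = median of COUP-TF2 test wells and 100% = reporter-only cells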
# SRC3 inh = inhibits human SRC3 coactivator; Q9Y6Q9; hit rate 0.17% among 360,000; HEK293 GAL4-SRC3 luciferase reporter, luminescence; inhibition, % at 3.6 µM; AID 588352;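 active means inhibition above a per-campaign cutoff, the mean of all compounds plus 3 SD, cut at about 60% in these data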;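 further: 0% = DMSO-treated cells and 100% = gossypol-treated cells at 36 µM; higher means less SRC3-driven luciferase light from the GAL4 reporter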
# Target sequence (Q9Y6Q9 whole entry, looked up, the tested form may be a part): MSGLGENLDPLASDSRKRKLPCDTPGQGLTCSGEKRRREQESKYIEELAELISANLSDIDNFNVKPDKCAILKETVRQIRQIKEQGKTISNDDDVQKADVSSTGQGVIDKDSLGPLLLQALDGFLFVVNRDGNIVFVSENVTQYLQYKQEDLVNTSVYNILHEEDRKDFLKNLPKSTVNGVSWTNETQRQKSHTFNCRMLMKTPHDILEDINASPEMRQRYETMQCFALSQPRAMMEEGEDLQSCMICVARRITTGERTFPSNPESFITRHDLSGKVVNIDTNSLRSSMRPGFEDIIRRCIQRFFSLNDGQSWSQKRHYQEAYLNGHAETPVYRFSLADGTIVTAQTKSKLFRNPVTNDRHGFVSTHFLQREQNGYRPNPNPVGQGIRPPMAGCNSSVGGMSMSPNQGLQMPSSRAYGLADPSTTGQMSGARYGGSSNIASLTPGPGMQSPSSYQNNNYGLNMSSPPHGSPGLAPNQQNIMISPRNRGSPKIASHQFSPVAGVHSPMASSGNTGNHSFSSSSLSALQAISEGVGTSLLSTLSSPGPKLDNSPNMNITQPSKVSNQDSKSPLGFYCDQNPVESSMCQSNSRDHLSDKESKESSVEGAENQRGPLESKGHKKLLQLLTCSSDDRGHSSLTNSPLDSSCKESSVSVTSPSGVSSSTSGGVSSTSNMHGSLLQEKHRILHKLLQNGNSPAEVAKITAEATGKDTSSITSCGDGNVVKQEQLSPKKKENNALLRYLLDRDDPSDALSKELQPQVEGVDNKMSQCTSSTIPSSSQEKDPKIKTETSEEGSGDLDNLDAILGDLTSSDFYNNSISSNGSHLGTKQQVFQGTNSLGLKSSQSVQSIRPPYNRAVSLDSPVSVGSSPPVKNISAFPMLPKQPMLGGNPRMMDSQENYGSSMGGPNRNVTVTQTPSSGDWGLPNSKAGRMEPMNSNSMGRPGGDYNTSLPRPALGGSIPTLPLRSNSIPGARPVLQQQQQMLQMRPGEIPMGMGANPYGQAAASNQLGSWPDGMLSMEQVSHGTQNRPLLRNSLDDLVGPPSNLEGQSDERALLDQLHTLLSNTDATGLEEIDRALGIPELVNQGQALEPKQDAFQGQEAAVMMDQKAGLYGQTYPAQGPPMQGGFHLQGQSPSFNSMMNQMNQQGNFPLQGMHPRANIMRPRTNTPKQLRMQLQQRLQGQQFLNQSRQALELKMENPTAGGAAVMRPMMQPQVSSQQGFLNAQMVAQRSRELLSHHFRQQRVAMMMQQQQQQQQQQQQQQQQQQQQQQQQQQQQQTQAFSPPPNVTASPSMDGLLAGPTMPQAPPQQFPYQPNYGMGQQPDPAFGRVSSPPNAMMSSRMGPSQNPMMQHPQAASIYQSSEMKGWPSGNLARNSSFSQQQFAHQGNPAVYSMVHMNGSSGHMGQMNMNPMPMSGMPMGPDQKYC
# TWEAK-Fn14 inh = inhibitors of TWEAK-Fn14 interaction signaling. TWEAK-stimulated Fn14 reporter cells, luciferase luminescence, 8 h. inhibition, % at 10 µM. hit rate 2% among 360,000. AID 1159606; in the data active means inhibition above about 50%
# TROY NFkB inh = inhibitors of TROY-dependent NF-kB signaling; Q293 LMP1-TROYcd NF-kB luciferase reporter, 4 h; inhibition, % at 10 µM; hit rate 0.98% among 360,000; AID 1347056;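 active means compounds whose plate-normalised and pattern-corrected inhibition of the luciferase reporter signal at the single screening dose is 50% or more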
# CF NFkB inh = blocks PAF-induced NF-kB reporter in cystic fibrosis cells; hit rate 0.86% among 360,000; KKLEB NF-kB-GFP reporter, GFP fluorescence overnight; AID 588850; inhibition, % at 5 µM;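 active means at least 50% inhibition at 5 µM, scaled per plate between neutral and stimulator controls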;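 further: PAF is a Pseudomonas aeruginosa culture filtrate used as stimulus; plate controls were PAF-stimulated DMSO wells for no effect and unstimulated DMSO wells for full effect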
# Shn3 3UTR inh = Schnurri-3 reporter inhibition in Clone20 osteoblasts; hit rate 0.52% among 360,000; Clone20 osteoblast Shn3 3'UTR firefly luciferase, 24 h; inhibition, % at 12.5 µM;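 active means mean inhibition of at least 75% with every replicate also reaching 75%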;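 further: 0% = median of neutral control wells and 100% = pilot-screen positive control compound; some compounds past the cut are filed as inactive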
# KKLEB cytotox = counter-screen for CF NF-kB inhibitors: cytotoxicity | KKLEB CF airway cells viability, ATPlite luminescence, overnight; stronger effect = lower value; cells stimulated with P. aeruginosa culture filtrate | activity change (cytotoxicity), % at 5 µM | hit rate 0.36% among 360,000 | AID 602141;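 active means corrected activity change at or below -50% at 5 µM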
# C8 TRAIL sens = caspase-8 TRAIL sensitization | NB7+C8 cells + TRAIL, ATPlite viability luminescence | inhibition (viability loss, TRAIL sensitization), % at 10 µM | hit rate 1% among 360,000 | AID 624354;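 active means compounds causing at least 50% loss of cell viability in the single-dose screen, relative to plate controls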
# NR5A2 inv ag = suppresses constitutive activity of human LRH-1. HEK293T StAR-luciferase reporter, LRH-1 transfected, 24 h. hit rate 0.13% among 360,000. O00482. inhibition, % at 3.6 µM;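 active means inhibition above the mean inhibition of all tested compounds plus 3 SD, cut at about 73% in these data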;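 further: 0% = DMSO wells and 100% = reporter-only cells lacking LRH-1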
# SRC1 inh = inhibits human SRC1 coactivator | inhibition, % at 3.6 µM | AID 588354 | HEK293 GAL4-SRC1 luciferase reporter, luminescence | Q15788 | hit rate 0.12% among 360,000;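 active means inhibition above the campaign mean plus 3 SD, with each screening campaign given its own cutoff, cut at about 60% in these data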;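 further: 0% = DMSO treated cells and 100% = gossypol at 36 µM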
# LMP1 NFkB inh = inhibitors of Epstein-Barr LMP1-induced NF-kappaB reporter | hit rate 0.69% among 350,000 | LMP1-induced NF-kappaB luciferase reporter cells, luminescence | inhibition, % at 12.5 µM | AID 504558; in the data active means inhibition above about 41%;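 further: 0% = neutral control wells and 100% = reference inhibitor control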
# * = called active by the depositor; · = no result given. These rows are one share of the data. The share of hits here may be higher or lower than overall.
item	SMILES	NR2F2 inh	SRC3 inh	TWEAK-Fn14 inh	TROY NFkB inh	CF NFkB inh	Shn3 3UTR inh	KKLEB cytotox	C8 TRAIL sens	NR5A2 inv ag	SRC1 inh	LMP1 NFkB inh
1	CCN(CC(=O)NCc1ccc(Cl)cc1)C(=O)CSc1ccccc1	0	-7	-28	-8	-20	-12	4	-8	-4	-8	4
2	Cc1nn2cc(-c3cccc(Cl)c3)cnc2c1Cl	-31	-26	0	-28	8	-43	-4	17	-26	-47	-21
3	COc1ccc2nc(N3C(=O)CC(Cc4ccc(C)cc4)C3=O)sc2c1 (stereo unspecified)	5	11	1	-18	-4	7	-2	-8	11	2	0
4	CC(C)Cn1nc(C(=O)Nc2cccc(C(=O)NC3CC3)c2)c2ccccc2c1=O	13	-11	-18	-25	-11	-1	-22	3	11	-11	5
5	COc1cccc(CN2CCN(C3CCOCC3)CC2CCO)c1 (stereo unspecified)	0	6	-8	-5	-15	11	1	-20	12	7	-7
6	CCCCC(c1nc2ccccc2[nH]1)N(C(=O)c1ccccc1)c1ccccc1[N+](=O)[O-] (stereo unspecified)	-15	22	11	-12	12	6	0	-19	7	8	·
7	CN(C)c1ccc(/C=N/NC(=O)C[n+]2ccccc2)cc1	-2	12	-10	4	-9	10	-3	-5	20	-36	-8
8	O=C(N/N=C/c1ccccn1)c1cc(-c2ccncc2)nc2ccccc12	8	6	13	24	12	4	-6	18	32	6	3
9	Cc1ccc(S(=O)(=O)N2C[C@H]3C(=O)C[C@@H](c4ccccc4F)N(S(=O)(=O)c4ccc(C)cc4)[C@H]3C[C@H]2c2ccccc2)cc1	10	10	5	9	-7	23	-8	-4	8	19	·
10	CN1CCN(C(=O)c2cc3c(c(-c4cccc(-c5cc6ccccc6o5)c4)n2)[C@H](CCO)N(S(=O)C(C)(C)C)C3)CC1 (stereo partly specified)	-12	8	-16	-47	-4	-8	-2	-9	2	12	·
11	Cc1cc(Br)ccc1SCC(=O)OCC(=O)NC1CC1	-8	2	-2	-4	10	-7	4	-5	0	19	-2
12	O=C(CSC(=S)N1CCCC1)NCCc1ccccc1	-5	8	-5	-9	-10	-7	10	3	0	-8	4
13	O=C(/C=C/c1ccc(Cl)c(Cl)c1)N1CCc2ccccc21	-13	4	-46	-72	-18	-66	7	29	-8	-14	-34
14	CCOc1cc(-c2nc3n(c(=O)c2C#N)CCS3)ccc1O	-3	8	1	-5	0	13	0	4	-11	7	1
15	Cc1ccc(-n2c(SCC(=O)Nc3ccc4c5c(cccc35)CC4)nc(O)cc2=O)cc1	10	-4	-4	-14	5	14	8	-3	23	-1	8
16	CCOC(=O)c1cc(NC(=O)c2cccs2)ccc1N1CCOCC1	-5	16	2	10	-19	3	2	13	9	15	-3
17	CCN(c1cc(C)cc(C)c1)S(=O)(=O)c1nnc(NC(=O)c2ccco2)s1	-2	7	20	8	-11	8	-6	-20	-4	13	2
18	CCOC(=O)c1c(NC(=O)CSc2ccccc2C(=O)O)sc(C)c1C	-4	-6	3	1	7	-9	-7	-9	3	-29	8
19	CC(Oc1cc2oc(=O)c3c(c2cc1Cl)CCCC3)C(=O)NCCN1CCOCC1 (stereo unspecified)	0	-1	-8	-14	8	14	-5	-3	-7	-5	7
20	O=C(CCCN1C(=O)/C(=C/c2ccccc2Cl)SC1=S)N1CCCC1	25	-9	58*	11	5	-35	-11	11	0	-15	7
21	CCc1nc2ccc(C(=O)NCCN(C)C)cn2c1N(CC)CCOC	-1	6	-17	-1	0	-2	-5	5	-23	-6	·
22	Cc1ccc(S(=O)(=O)N(C)CC(=O)Nc2ccccc2)cc1	-2	13	3	-3	1	0	5	-8	-24	0	-26
23	Cc1c(OC(=O)c2ccc([N+](=O)[O-])cc2)c2c(c[n+]1C)COC(C)(C)OC2	·	8	4	-6	8	-92	-1	-13	6	5	-1
24	CCOC(=O)N1CCN(C(=O)c2cn(CCOC)c(=O)c3c2c2ccccc2n3C)CC1	-9	3	0	4	1	-24	2	-3	-5	0	-3
25	O=C(CSc1nnc(-c2ccncc2)n1Cc1ccccc1)NC1CCCc2ccccc21 (stereo unspecified)	8	10	-16	-2	11	7	1	-4	10	16	-10
26	C/C(CC(=O)Nc1ccc2c(c1)OCCO2)=N\NC(=O)Cc1ccc(Cl)cc1	-3	5	27	-13	-14	19	10	-5	-8	3	3
27	CCOC(=O)CNC(=O)CSc1nc2nc(C)c(Br)cc2[nH]1	-13	2	6	6	1	-3	0	-10	-2	-2	3
28	O=C(NCc1cccc(Cl)c1)c1ccc(-c2csnn2)cc1	-19	5	-1	-8	8	·	-16	-7	-13	-9	-2
29	NC(=O)c1cc[n+](CC2=C(C(=O)O)N3C(=O)[C@@H](NC(=O)C(c4ccccc4)S(=O)(=O)[O-])[C@H]3SC2)cc1 (stereo partly specified)	·	5	4	-5	4	-8	-6	1	0	9	-1
30	Cc1ccc(CNC(=O)CCCn2c(=O)[nH]c3ccccc3c2=O)cc1	3	11	-5	2	10	-14	-10	12	4	-1	-2
31	CCCCNC(=O)CCn1c(=O)c2ccccc2n(Cc2ccc(F)cc2)c1=O	19	16	6	-1	-5	-1	4	-6	-7	12	0
32	CC(OC(=O)c1cccc(S(=O)(=O)N(C)C)c1)C(=O)NCC(=O)Nc1ccc(F)c(F)c1F (stereo unspecified)	10	14	-26	14	-31	3	11	17	-8	-8	-8
33	CCN1CCN(C(=O)c2ccc(CS(=O)Cc3ccc(C)cc3)o2)CC1 (stereo unspecified)	-12	3	3	5	0	8	1	-16	-13	10	4
34	CC(=O)NC(c1ccccc1)c1nc(/C=C/c2ccccc2)cs1 (stereo unspecified)	-7	3	9	-21	-2	-11	-1	1	-18	-14	·
35	Cc1nonc1NC(=O)CSc1cn[nH]n1	7	9	8	2	0	2	6	-2	-10	-4	-4
36	CC(=O)NCCOC(=O)c1nn(Cc2ccccc2)c(=O)c2ccccc12	7	3	1	13	3	-2	6	1	-11	1	6
37	CC(=O)N1CCCc2cc(S(=O)(=O)N3CCN(c4ccccn4)CC3)ccc21	-8	25	1	-6	11	20	10	-10	9	-3	1
38	CCOC(=O)CN1C(=O)N[C@@H](c2ccccc2)[C@H](C(C)=O)[C@H]1C	-7	4	-14	4	7	4	0	-3	12	2	-3
39	O=c1cc(CSc2nnc(-c3cccs3)n2Cc2ccccc2)nc2sc3ccccc3n12	62*	10	53*	45	9	73	-8	11	27	0	3
40	O=C1OCC2=C1C(c1ccc(Cl)cc1)CC(=O)N2c1ccc(F)cc1 (stereo unspecified)	3	13	-14	10	4	-1	9	5	-12	-23	-4
41	O=C(O)/C=C/C(=O)Nc1ccc(OC(F)(F)F)cc1	9	4	4	17	14	-4	-9	-4	10	-10	4
42	CC1CCc2nn(CC(=O)NCCCN3CCCCC3)cc2C1 (stereo unspecified)	-2	-6	9	-6	-3	7	-4	-9	-17	-1	-4
43	COc1ccc(C)cc1NC(=O)C(CCS(C)(=O)=O)NC(C)=O (stereo unspecified)	-37	-24	14	-4	2	8	8	-1	0	-41	-15
44	O=C(CSc1ncccn1)NCCC1=CCCCC1	-4	-15	-9	6	4	-23	10	21	-6	-22	-9
45	CN(C)S(=O)(=O)c1cc(NC(=O)CN2C(=O)NC3(CCCc4ccccc43)C2=O)ccc1Cl (stereo unspecified)	-6	4	-3	3	-7	-17	-8	-6	4	-9	-15
46	Cc1nc(Sc2ccccc2)c(C#N)c(C)c1[N+](=O)[O-]	-14	14	-23	17	6	·	-14	-14	-10	-6	4
47	COc1ccc(-c2nnc(SCC(=O)c3ccc(C)o3)o2)cc1	10	7	1	-6	-12	-19	19	0	-10	2	-11
48	COc1cc(C2c3c(oc4ccccc4c3=O)C(=O)N2Cc2ccco2)ccc1O (stereo unspecified)	9	16	-10	17	-4	2	-1	3	-21	-27	-2
49	CCOCc1cnc(C)nc1NCC(=O)c1c(C)[nH]c2ccccc12	14	-2	13	14	-6	9	7	2	10	-37	-9
50	Cc1noc(C)c1S(=O)(=O)N1CCC(C(=O)N2CCC(N3CCCCC3)CC2)CC1	1	7	-14	-5	-5	-6	1	-2	-19	1	-8
51	O=C(CSc1nc2ccccc2c(=O)n1-c1ccccc1F)Nc1ccc2c(c1)CCC2	18	4	13	-19	-10	15	18	-6	24	1	2
52	Cc1ccc(-c2nc(CSc3nc4ccccc4c(=O)n3C)cs2)cc1	21	-4	24	28	8	70	10	25	7	-5	17
53	CC1(C(=O)N2CCN(C(=O)c3ccco3)CC2)CC1(Br)Br (stereo unspecified)	-13	3	-6	13	-10	10	8	-2	-14	7	-1
54	Cc1ccccc1NS(=O)(=O)c1ccc(C(=O)N2CCCCCC2)cc1	4	-5	-7	-15	-3	12	3	9	8	-11	-2
55	COC(=O)Nc1ccc([N+](=O)[O-])cc1OC	-5	13	2	-2	7	-9	5	-11	11	5	-2
56	O=C(c1ccc2nsnc2c1)N1CCN(c2ccc([N+](=O)[O-])cc2)CC1	-3	17	-4	8	-4	22	7	13	9	-4	5
57	O=C(COC(=O)c1ccccc1Oc1ccccc1)NC1CC1	4	4	1	-6	12	6	5	-9	1	-18	-4
58	CC(C)CCNC(=O)c1ccc(-n2cnc3cccnc32)cc1	7	12	16	-10	28	-3	-3	-8	-14	11	0
59	Cc1ccccc1NC(=O)CN1C(=O)S/C(=C\c2ccc(-c3cc(C(=O)O)ccc3C)o2)C1=O	19	-27	-5	14	7	5	-3	4	10	2	-6
60	CC(NS(=O)(=O)c1cccc(C(=O)N(C)Cc2ccc(N3CCOCC3)cc2)c1)c1ccccc1 (stereo unspecified)	4	7	-21	2	-5	-11	2	4	19	0	-11

# From compound 59 up to 60, copied from above:
item	SMILES	NR2F2 inh	SRC3 inh	TWEAK-Fn14 inh	TROY NFkB inh	CF NFkB inh	Shn3 3UTR inh	KKLEB cytotox	C8 TRAIL sens	NR5A2 inv ag	SRC1 inh	LMP1 NFkB inh
59	Cc1ccccc1NC(=O)CN1C(=O)S/C(=C\c2ccc(-c3cc(C(=O)O)ccc3C)o2)C1=O	19	-27	-5	14	7	5	-3	4	10	2	-6
60	CC(NS(=O)(=O)c1cccc(C(=O)N(C)Cc2ccc(N3CCOCC3)cc2)c1)c1ccccc1 (stereo unspecified)	4	7	-21	2	-5	-11	2	4	19	0	-11

# Next part.
item	SMILES	NR2F2 inh	SRC3 inh	TWEAK-Fn14 inh	TROY NFkB inh	CF NFkB inh	Shn3 3UTR inh	KKLEB cytotox	C8 TRAIL sens	NR5A2 inv ag	SRC1 inh	LMP1 NFkB inh
61	O=C(Nc1ccccc1N1CCN(C(=O)c2ccccc2)CC1)c1ccc(Br)o1	4	4	2	6	9	-11	-12	16	-12	-15	0
62	CN=C(Nc1ccc(C(=O)OC)s1)c1ccccc1	7	11	6	11	7	-10	-6	-2	-34	-1	-1
63	CCOc1ccc(C(=O)OCC(=O)NC2CCCCCCC2)cc1	-1	10	7	2	-4	6	18	6	4	0	-1
64	O=C(Nc1nnc(SCC(=O)N2CCCC2)s1)C1CC(=O)N(c2ccccc2)C1 (stereo unspecified)	17	6	3	9	-19	-4	6	-8	0	-14	-13
65	COCCN(CC(=O)Nc1cc(Cl)ccc1-n1cncn1)Cc1nc2ccccc2c(=O)[nH]1	9	2	1	-8	2	12	-8	3	5	-6	-9
66	OCC[C@@H]1C[C@@H](O)[C@H](O)[C@@]2(Cc3ccccc3CO2)O1	4	-15	6	-24	-2	1	1	13	-36	0	2
